SSB-PriA inh: K. pneumoniae PriA-SSBct interaction inhibition; AID 1272365; AlphaScreen SSBct-PriA binding, biotinylated peptide; actives 0.6% (n = 430,000); inhibition, % at 33 µM; in the data active = inhibition mostly above about 37%, no sharp cut-off; inactive = mostly below about 20%;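 also: plate controls were negative control peptide for no effect and reference peptide for full effect; strong numbers were not always called active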
An asterisk follows results filed as active; & = joins results of further samples.

`O=C(NCC1(O)CCOc2ccccc21)Nc1ccc2c(c1)OCO2` (configuration not stated) gave SSB-PriA inh -16.
CCCCNC(=S)NN=Cc1cccc(OCC)c1O was read as SSB-PriA inh 0.
Screening CS(=O)(=O)N1CCC(CNC(=O)Nc2cccs2)CC1 returned SSB-PriA inh -8.
Screening O=C(CCN1C(=O)C2C3C=CC(C3)C2C1=O)Nc1cccc(C(F)(F)F)c1 (configuration not stated) returned SSB-PriA inh -19.
O=C(COc1ccc2ccccc2c1)N(CC(F)(F)F)C1CCOCC1 was read as SSB-PriA inh -9.
`O=S(=O)(/C=C/c1ccccc1)NCC1CCN(c2ncccn2)CC1` gave SSB-PriA inh -25.
Screening C=c1c(=C2N=C(c3ccc4c(c3)OCO4)NO2)oc2ccc(S(=O)(=O)N3CCSCC3)cc12 returned SSB-PriA inh 1&1.
For Cc1ccc(-n2ncc3c(C)nnc(SCC(=O)N4CCc5ccccc54)c32)cc1C the results were SSB-PriA inh -18.
Screening O=C(NCc1nnnn1-c1cccc(F)c1)c1ccccc1C(F)(F)F returned SSB-PriA inh -8.
`Cc1cccc(NC(=O)CSc2ncnc3ccccc23)c1C` gave SSB-PriA inh 1.
`Cc1ccc(-c2ccc(N3CCN(C(=O)C(C)C)CC3)nn2)c(C)c1` gave SSB-PriA inh 2.
Screening Cn1cccc1C(CNC(=O)C1CC1)N1CCCC1 (configuration not stated) returned SSB-PriA inh -20.
Cc1ccc(Cl)c2sc(N3CCN(C(=O)[C@@H]4CCCN4S(=O)(=O)c4cccs4)CC3)nc12 was read as SSB-PriA inh 7.
For CCOc1ccc(C(=O)NCCn2ccnc2C2CC2)cc1OCC the results were SSB-PriA inh 6.
CCc1cccc2sc(NC(=O)COc3ccccc3)nc12 was read as SSB-PriA inh 4.
`O=C1Nc2ccccc2Oc2ccc(NC(=O)C34CC5CC(CC(C5)C3)C4)cc21` gave SSB-PriA inh -2.
`Cc1ccc(CNC(=O)CC2CCCCN2S(=O)(=O)c2ccccc2)cc1` (configuration not stated) gave SSB-PriA inh 23.
Cc1nc(N=C(N)NC(=O)c2ccccc2)nc2ccccc12 was read as SSB-PriA inh -7.
`Cc1ccc([C@@H]2CC(c3ccc(Br)cc3)=NN2C(=O)CSc2nc3c(cnn3-c3ccccc3)c(=O)[nH]2)cc1` gave SSB-PriA inh -21.
CCc1ccccc1OCC(=O)NCCc1ccccc1 was read as SSB-PriA inh -18&-6.
COCCNC(=S)NN=Cc1ccc(-c2ccc([N+](=O)[O-])cc2)o1 was read as SSB-PriA inh -1.
Screening COc1ccc(-c2cc3ccc(OC(=O)c4cccs4)cc3oc2=O)cc1OC returned SSB-PriA inh -6.
Screening O=C(NCCCn1nc(-c2ccc(Cl)cc2)ccc1=O)Nc1ccc2c(c1)OCO2 returned SSB-PriA inh 0.
Screening COc1ccc(CNC(=O)N2CCC(c3nnc(C4CC4)s3)CC2)cc1 returned SSB-PriA inh -9&5.
CCOc1ccc(-n2nnc(C(=O)OCc3cccc(Cl)c3)c2C)cc1 was read as SSB-PriA inh -19.
O=C(NCCc1ccccc1)N1CCC(Cn2ccc3cccnc32)CC1 was read as SSB-PriA inh 0.
Screening Cc1nn(-c2cccc(Cl)c2)c(Cl)c1C=NNC(=O)c1cccs1 returned SSB-PriA inh -4.
`C[C@H](Oc1ccccc1F)C(=O)NCCOc1ccc2c(c1)OCO2` gave SSB-PriA inh 4.
O=C(Nc1ccn2nccc2c1)c1ccc(Br)o1 was read as SSB-PriA inh 3.
`COc1ccc(-c2c(C)c3ccc(OC)cc3oc2=O)cc1` gave SSB-PriA inh -39.
O=C(CN1C(=O)c2ccccc2C1=O)Nc1nc(-c2ccc3ccccc3c2)cs1 was read as SSB-PriA inh 14.
Screening O=C(C1c2ccccc2Oc2ccccc21)N1CC(N2C(=O)CCC2=O)C1 returned SSB-PriA inh -8.
COCCN1CCC(NC(=O)C(C)Oc2ccccc2)CC1 (configuration not stated) was read as SSB-PriA inh 9.
Screening Cc1ccsc1C=NNC(=O)c1cccc(S(=O)(=O)Nc2ccccc2Cl)c1 returned SSB-PriA inh 5.
Screening CCOC(=O)c1ccc(Nc2nc(Nc3cc(C)cc(C)c3)nc(N3CCOCC3)n2)cc1 returned SSB-PriA inh -4.
`O=C(NCC1CCN(C(=O)c2ccoc2)CC1)c1ccccc1Br` gave SSB-PriA inh -1.
Screening Cc1ccccc1-c1nnc(NC(=O)Cc2cccs2)s1 returned SSB-PriA inh -5.
COc1ccc(CCNC(=O)c2cnc3c(c(C)nn3-c3ccc(F)cc3)c2Cl)cc1OC was read as SSB-PriA inh -1.
Screening CCOC(=O)C1=C(C)N=c2sc(=Cc3ccc(OC(C)=O)cc3)c(=O)n2C1/C=C/c1ccccc1 (configuration not stated) returned SSB-PriA inh 1.
For CC(C)n1nccc1NC(=O)CN the results were SSB-PriA inh -9.

Next section (3 carried over from the part before).
COc1ccc(CCNC(=O)c2cnc3c(c(C)nn3-c3ccc(F)cc3)c2Cl)cc1OC was read as SSB-PriA inh -1.
Screening CCOC(=O)C1=C(C)N=c2sc(=Cc3ccc(OC(C)=O)cc3)c(=O)n2C1/C=C/c1ccccc1 (configuration not stated) returned SSB-PriA inh 1.
For CC(C)n1nccc1NC(=O)CN the results were SSB-PriA inh -9.
Screening CCCCOc1ccc(C(=O)NCCS(=O)(=O)N2CCc3ccccc3C2)cc1 returned SSB-PriA inh -11.
Screening O=C(NCc1ccnc(-c2ccsc2)c1)c1cccnc1 returned SSB-PriA inh -6.
Screening COC(=O)c1ccc(C(=O)NC[C@]2(OC)CCSC2)cc1 returned SSB-PriA inh -16.
Screening CCn1nccc1C(=O)Nc1sccc1C#N returned SSB-PriA inh -15.
Oc1ccc2ccccc2c1/C=N\Nc1ccccc1 was read as SSB-PriA inh 3.
For CCOc1cc(C=NNC(=O)COc2nc(C)cc(COC)c2C#N)ccc1O the results were SSB-PriA inh -3.
O=C(Cn1cccc1)N1CCC(S(=O)(=O)c2ccccc2)CC1 was read as SSB-PriA inh 3.
`O=S1(=O)N=C(SCc2ccccc2Cl)Nc2ccccc21` gave SSB-PriA inh 1.
Screening O=C(Nc1ccccc1Cc1nc(-c2cccs2)no1)c1cc(-c2ccco2)on1 returned SSB-PriA inh 3.
`Cc1cccc(Nc2ccc(N3CCN(C(=O)COc4ccccc4)CC3)nn2)n1` gave SSB-PriA inh 6.
`COc1cccc(NC(=O)CSc2nccn(-c3ccc(Br)cc3)c2=O)c1` gave SSB-PriA inh 1.
For Cc1nc(C)n([C@@H](C)CC(=O)O)n1 the results were SSB-PriA inh -17.
Cc1cc(NC(=O)CCCn2nc(-c3cccnc3)ccc2=O)no1 was read as SSB-PriA inh -21&-6.
Screening COc1ccc(C(=O)ON=C(C)c2cccs2)cc1 returned SSB-PriA inh -19.
For CC(Oc1ccccc1)C(=O)NCCn1ncc2c(=O)n(Cc3ccccc3F)cnc21 (configuration not stated) the results were SSB-PriA inh 3.
For CCCCOc1ccc(C(=O)Nc2ccc3c(c2)N(C(C)=O)CC3)cc1 the results were SSB-PriA inh -6.
For O=C(CCS(=O)(=O)c1ccccc1)Nc1nc2c(s1)COCC2 the results were SSB-PriA inh -27.
`Cc1cc(C)n(-c2nnc(C)n2N=Cc2ccccc2O)n1` gave SSB-PriA inh 3.
CN(C)c1ccc(C(CNC(=O)C(=O)NC2CC2)N2CCCC2)cc1 (configuration not stated) was read as SSB-PriA inh 18.
For O=C(CCn1c(=O)oc2ccccc21)Nc1ccccn1 the results were SSB-PriA inh 8.
`CN1CCN(C(CNC(=O)c2ccccc2Cl)c2cccn2C)CC1` (configuration not stated) gave SSB-PriA inh 9.
Screening O=C(Cc1ccc([N+](=O)[O-])cc1)NN=Cc1ccc([N+](=O)[O-])o1 returned SSB-PriA inh -4.
Screening C=CCNC(=O)[C@H]1CCCN(S(C)(=O)=O)C1 returned SSB-PriA inh -12.
`O=C(NCCCn1ccc2cccnc21)c1ccccc1F` gave SSB-PriA inh -15.
Screening OCCNc1nc2ccc(Br)cc2c(-c2ccccc2)c1-c1cc(-c2ccccc2)c2cc(Cl)ccc2n1 returned SSB-PriA inh 20.
Screening C#CCn1c(=NC(=O)C2CCCN2S(=O)(=O)c2ccc(Cl)s2)sc2cc(C(=O)OC)ccc21 (configuration not stated) returned SSB-PriA inh 0.
O=C(C=NO)Nc1ccc(F)cc1 was read as SSB-PriA inh -18.
Screening CCOC(=O)N1CCC(NC(=O)c2cccc(-n3ccc4ccccc43)c2)CC1 returned SSB-PriA inh -5.
O=C(NCCc1ccoc1)c1ccc(Oc2ccccc2)cc1 was read as SSB-PriA inh -1.
`CC1(C)OC2OC(C(=O)NN=Cc3ccccc3F)C3OC(C)(C)OC3C2O1` (configuration not stated) gave SSB-PriA inh -6.

Entries from the list above that have an aryl methoxy group (6):
Screening COc1ccc(-c2cc3ccc(OC(=O)c4cccs4)cc3oc2=O)cc1OC returned SSB-PriA inh -6.
Screening COc1ccc(CNC(=O)N2CCC(c3nnc(C4CC4)s3)CC2)cc1 returned SSB-PriA inh -9&5.
`COc1ccc(-c2c(C)c3ccc(OC)cc3oc2=O)cc1` gave SSB-PriA inh -39.
COc1ccc(CCNC(=O)c2cnc3c(c(C)nn3-c3ccc(F)cc3)c2Cl)cc1OC was read as SSB-PriA inh -1.
`COc1cccc(NC(=O)CSc2nccn(-c3ccc(Br)cc3)c2=O)c1` gave SSB-PriA inh 1.
Screening COc1ccc(C(=O)ON=C(C)c2cccs2)cc1 returned SSB-PriA inh -19.

Gathered by group, the entries above with a CF3 group
Screening O=C(CCN1C(=O)C2C3C=CC(C3)C2C1=O)Nc1cccc(C(F)(F)F)c1 (configuration not stated) returned SSB-PriA inh -19.
O=C(COc1ccc2ccccc2c1)N(CC(F)(F)F)C1CCOCC1 was read as SSB-PriA inh -9.
Screening O=C(NCc1nnnn1-c1cccc(F)c1)c1ccccc1C(F)(F)F returned SSB-PriA inh -8.

Carrying on.
COc1ccc(NC(=O)Cn2nc(-c3ccco3)c3sc(N4CCOCC4)nc3c2=O)cc1OC was read as SSB-PriA inh 0.
`COc1ccc(NC(=O)CCCn2nc(-c3cccs3)ccc2=O)cc1OC` gave SSB-PriA inh -3.
`CC1=CC(=O)C=C/C1=C(\c1ccc(O)cc1C)c1ccccc1S(=O)(=O)O` gave SSB-PriA inh -14.
Screening Nc1nonc1-n1nnc(C(=O)NN=Cc2ccncc2)c1-c1cccs1 returned SSB-PriA inh 4.
Screening CC(=O)c1ccc(OC(=O)C2OC3OC4(CCCCC4)OC3C3OC4(CCCCC4)OC23)cc1 (configuration not stated) returned SSB-PriA inh -2.
`COc1ccccc1Oc1coc2c3c(ccc2c1=O)OCN(Cc1ccncc1)C3` gave SSB-PriA inh -16.
Screening CN1c2ccsc2C(=NNC(=O)c2c(F)cccc2F)CS1(=O)=O returned SSB-PriA inh 3.
`Cc1cccn2c(=O)c(C=NO)c(N3CCCC3)nc12` gave SSB-PriA inh -14.
For O=c1c2ccccc2nc(SCc2nc(-c3cccs3)no2)n1Cc1cccs1 the results were SSB-PriA inh -16.
Screening CCc1cccc2sc(N3CCN(C(=O)Nc4ccccc4Cl)CC3)nc12 returned SSB-PriA inh -12.
Cc1cccc(-n2c(C)cc(C=NNC(=O)c3ccc(CN4CCOCC4)cc3)c2C)c1 was read as SSB-PriA inh 9.
`Cn1nc(CNC(=O)COc2ccccc2F)c2c1CCOC2` gave SSB-PriA inh -2.
Screening COc1ccc(/C=C/C(=O)NC(=S)Nc2ccc(S(=O)(=O)N3CCCC3)cc2)cc1OC returned SSB-PriA inh -5.
For O=C(NCc1ccc2[nH]c3c(c2c1)CCCC3)c1cccs1 the results were SSB-PriA inh 25.
Screening Cc1nc2scc(C)n2c(=O)c1NC(=O)c1ccc(Cl)nc1 returned SSB-PriA inh -26.
COC(=O)c1ccc(NC(=O)C(=O)NC[C@@H](c2cccn2C)N2CCCCCC2)cc1 was read as SSB-PriA inh 6.
For O=C(CSc1ccc(-c2ccc3ccccc3c2)nn1)N1CCc2ccccc21 the results were SSB-PriA inh 6.
O=C(NCc1ccc(F)c(Cl)c1)c1snc(-c2ccccn2)c1NC(=O)C1CC1 was read as SSB-PriA inh -8.
`Cc1nc(SCC(=O)Nc2c(F)cccc2F)c2c3c(sc2n1)CCC3` gave SSB-PriA inh -8.
For Cc1ccc2oc(=O)c(S(=O)(=O)N3CCc4ccccc4C3)cc2c1 the results were SSB-PriA inh -10.
`CN(N=Cc1ccc(-c2ccc([N+](=O)[O-])cc2)o1)c1ccccc1` gave SSB-PriA inh 1.
Screening COCCN(Cc1ccoc1)S(=O)(=O)c1cccc2cccnc12 returned SSB-PriA inh -8.
Screening Cc1[nH]c2ccccc2c1SCCNC(=O)c1ccc2c(c1)OCO2 returned SSB-PriA inh 18.
`O=C(NCC1CCN(c2ncccn2)CC1)c1ccsc1` gave SSB-PriA inh -15.
For Cc1nc(Nc2ccc(NC(=O)c3cccs3)cc2)cc(OC(C)C)n1 the results were SSB-PriA inh -5.
Screening COc1cccc(-n2ccnc2N2CCN(C(=O)c3ccccc3C(F)(F)F)CC2)c1 returned SSB-PriA inh -7.
`COc1cccc(NC(=O)NCC#CCOc2ccc3c(c2)OCO3)c1OC` gave SSB-PriA inh 21.
Screening COc1ccc(S(=O)(=O)N2CCC(c3cccs3)CC2)cc1Cl returned SSB-PriA inh 10.
`O=C(NCCn1nc(-n2cncn2)ccc1=O)c1cc(=O)c2ccccc2o1` gave SSB-PriA inh -11.
`CSc1cccc(-c2nnc(NC(=O)c3cc(Cl)ccc3[N+](=O)[O-])o2)c1` gave SSB-PriA inh 11.

Quoted at random: 2 records from the list
`CSc1cccc(-c2nnc(NC(=O)c3cc(Cl)ccc3[N+](=O)[O-])o2)c1` gave SSB-PriA inh 11.
`COc1cccc(NC(=O)NCC#CCOc2ccc3c(c2)OCO3)c1OC` gave SSB-PriA inh 21.

Continued.
Screening CCOC(=O)c1c(N=CN(C)C)sc2c1CCC2 returned SSB-PriA inh -3.
Screening COc1ccc(NC(=O)CSc2nccc(N3CCCC3)n2)cc1OC returned SSB-PriA inh 1.
`O=C(NN=Cc1cc2c(cc1Cl)OCO2)c1cccnc1` gave SSB-PriA inh -2.
`O=C(Nc1nccs1)c1ccc(=O)n(Cc2ccc(F)cc2)n1` gave SSB-PriA inh -12.
Cc1ccc(NC(=O)CSc2nccn3nc(-c4ccc(F)cc4)cc23)cc1F was read as SSB-PriA inh -16.
For CCC(=O)Nc1ccc(SCc2ccc(F)cc2)nn1 the results were SSB-PriA inh -2&4.

Not all compounds are listed; rates above refer to the full screens.
